Screening data from PubChem.
PKM2 act: increases activity of human pyruvate kinase M2; P14618; purified PKM2, Kinase-Glo ATP luminescence, activation; response scale: 0% is enzyme alone, no compound; Potency, µM (titrated, usually from 57.5 µM), for the others: top-dose activation, actives largely listed as activators; 0.34% of 260,000 active; also: potency is read from the fitted curve at half-maximal effect; % is scaled to controls: 0 for no effect and ±100 for the full control effect; nearly all actives have a fitted effect of over 55% in size
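Purified hPK-M2 (>95% pure) converted ADP (0.1 mM final) to ATP with 0.5 mM PEP in 50 mM imidazole pH7.2, KCl, MgCl2, Tween 20, BSA; 1 h at room temperature. ATP detected by Kinase-Glo luminescence.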
MBNL1-CUG inh: MBNL1-poly(CUG) RNA binding inhibition. AID 2675. Potency, µM (top dose mostly 57.5 µM), for the others: top-dose activity change, negative = inhibition, actives largely listed as inhibitors. TR-FRET MBNL1-His/biotin-(CUG)12 binding, 665/545 ratio. 0.036% of 280,000 active; active = well fitted inhibition curve with a large enough effect in the signal ratio, with a control signal flat, not every such curve was filed as active; inconclusive = small, poorly fitted or top-dose-only effect, or effect the other way, or a change in a side signal; inactive = no such curve, though single readings can be large or run the other way; the % refers to the signal ratio; also: potency is read from the fitted curve at half-maximal effect; % is scaled to controls: 0 for no effect and ±100 for the full control effect
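His-tagged MBNL1 binding to biotinylated (CUG)12 RNA was measured by TR-FRET using terbium anti-His antibody (0.055 ng/ul final) and streptavidin-XL665 (5 nM final). Compounds were titrated 92 nM to 58 uM; 60 min at room temperature.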
FLuc modulator: firefly luciferase modulation, counter-screen for miR-21 project; P08659; purified FLuc, Km substrates, luminescence inhibition; Potency, µM (series often up to 57.5 µM), for the others: top-dose activity change, negative = inhibition, actives largely listed as inhibitors; 6.9% of 360,000 active; AID 588342;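 also: potency is read from the fitted curve at half-maximal effect; plate controls were vehicle for no effect and reference inhibitor for full effect; nearly all actives have a fitted effect of over 55% in size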
Target sequence (P08659 whole entry, looked up): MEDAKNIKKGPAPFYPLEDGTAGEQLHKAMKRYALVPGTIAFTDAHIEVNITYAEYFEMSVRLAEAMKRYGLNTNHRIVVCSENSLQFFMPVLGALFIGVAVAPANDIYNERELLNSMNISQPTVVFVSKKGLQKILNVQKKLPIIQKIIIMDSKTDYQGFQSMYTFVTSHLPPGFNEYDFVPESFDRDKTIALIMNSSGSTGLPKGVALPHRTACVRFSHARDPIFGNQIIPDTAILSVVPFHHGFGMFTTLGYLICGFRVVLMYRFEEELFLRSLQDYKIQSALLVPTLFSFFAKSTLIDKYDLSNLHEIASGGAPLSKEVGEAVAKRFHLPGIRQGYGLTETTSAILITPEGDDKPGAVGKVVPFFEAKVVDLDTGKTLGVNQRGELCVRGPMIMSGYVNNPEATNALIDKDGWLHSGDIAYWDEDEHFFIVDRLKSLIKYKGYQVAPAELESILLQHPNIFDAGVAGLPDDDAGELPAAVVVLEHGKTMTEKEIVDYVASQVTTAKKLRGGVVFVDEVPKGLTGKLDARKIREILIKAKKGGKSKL
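Purified P. pyralis luciferase (10nM final) with 10uM D-luciferin and 10uM ATP (Km levels) in 50mM Tris acetate pH 7.5, 10mM Mg acetate, 0.01% Tween-20, 0.05% BSA; qHTS 6-point titration, ~60 µM downward; luminescence read.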
ELG1 DNA repair: ELG1-dependent DNA repair inhibition; HEK293T ELG1-luciferase reporter, luminescence, 16 h; DNA damage induced by 5-fluorouridine; Potency, µM (series often up to 46.1 µM), without a hit: at the highest dose activity change, negative = inhibition, usual class: inhibitors; 2.3% of 330,000 active; AID 504467; also: potency is read from the fitted curve at half-maximal effect; % is scaled to controls: 0 for no effect and ±100 for the full control effect; nearly all actives have a fitted effect of over 55% in size
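Reporter activity after DNA damage by 5-fluorouridine is monitored. Compound-treated cells incubate 16 hr at 37 °C, then ONE-Glo is added for 30 min before luminescence reading.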
Mito fusion act: blocks mitochondrial division or promotes mitochondrial fusion | 0.23% of 320,000 active | Potency, µM (top dose mostly 46.1 µM), for the others: at the highest dose growth rescue (activation), hits mostly activators | S. cerevisiae fusion-defective mutant growth rescue, CellTiterGlo 48 h;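 also: potency is read from the fitted curve at half-maximal effect; % of control where 0% means no effect; nearly all actives have a fitted effect of over 45% in size; temperature-sensitive fusion mutants such as fzo1-1 at 37 °C on non-fermentable ethanol glycerol medium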
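Temperature-sensitive fusion-defective S. cerevisiae (e.g. fzo1-1, mgm1-5) were grown with compound in YPEG medium (3% ethanol, 3% glycerol) for 48 hours at 37C. Growth rescue was measured as viability by CellTiterGlo luminescence after 10 minutes at ambient.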
VP16 counter: Gal4-VP16 reporter inhibition counter-screen | Drosophila S2 Gal4-VP16 UAS-luciferase, luminescence, 20 h | Potency, µM (doses to about 53.6 µM), without a hit: at the highest dose activity, negative = inhibition, actives largely listed as inhibitors | 3.5% of 310,000 active;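 also: Gal4-VP16 expression switched on by copper sulfate through the metallothionein promoter; potency is read from the fitted curve at half-maximal effect; % is scaled to controls: 0 for no effect and ±100 for the full control effect; nearly all actives have a fitted effect of over 50% in size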
RORgamma inh: ROR gamma (mouse) transcription inhibition | P51450 | Drosophila S2 Gal4-RORgamma UAS-luciferase reporter, 20 h | Potency, µM (titrated, usually from 53.6 µM), inactives show top-dose activity change, negative = inhibition, actives largely listed as inhibitors | 5.4% of 310,000 active; also: potency is read from the fitted curve at half-maximal effect; % is scaled to controls: 0 for no effect and ±100 for the full control effect; nearly all actives have a fitted effect of over 60% in size
Target sequence (P51450 whole entry, looked up, the tested form may be a part): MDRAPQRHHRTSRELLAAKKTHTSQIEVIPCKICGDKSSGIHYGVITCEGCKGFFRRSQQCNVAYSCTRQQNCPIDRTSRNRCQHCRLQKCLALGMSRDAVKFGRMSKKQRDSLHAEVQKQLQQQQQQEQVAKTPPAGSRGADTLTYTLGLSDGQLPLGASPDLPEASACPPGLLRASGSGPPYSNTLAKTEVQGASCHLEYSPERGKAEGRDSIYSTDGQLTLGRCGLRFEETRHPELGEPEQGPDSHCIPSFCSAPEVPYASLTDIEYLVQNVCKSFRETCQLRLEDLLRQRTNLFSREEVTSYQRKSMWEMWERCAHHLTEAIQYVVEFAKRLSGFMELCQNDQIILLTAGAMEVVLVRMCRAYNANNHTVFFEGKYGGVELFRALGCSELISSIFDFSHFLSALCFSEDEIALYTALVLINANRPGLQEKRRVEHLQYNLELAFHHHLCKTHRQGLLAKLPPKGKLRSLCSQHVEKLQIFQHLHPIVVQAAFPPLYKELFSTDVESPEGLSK
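Drosophila Schneider cells stably carrying a metallothionein-driven Gal4 DBD–ROR gamma fusion and a UAS-Photinus luciferase reporter were exposed to compound for 1 hr, then induced with copper sulfate (700 uM final) for 20 hr at ambient temperature before luminescence reading.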
Menin-MLL TR inh: displaces Texas Red mutant MLL peptide from human menin; AID 1768; Menin + Texas Red MLL mutant peptide, fluorescence polarization; 0.23% of 270,000 active; Potency, µM (highest dose often 61.6 µM), for the others: top-dose FP activity change, negative = inhibition, hits mostly inhibitors; active = well fitted inhibition curve with a large enough effect in the polarisation, with a control signal flat, not every such curve was filed as active; inconclusive = small, poorly fitted or top-dose-only effect, or effect the other way, or a change in a side signal; inactive = no such curve, though single readings can be large or run the other way; the % refers to the polarisation; also: potency is read from the fitted curve at half-maximal effect; % of control where 0% means no effect; many of its hits are not listed in these tables
KCNH2 3.1 inh: inhibitors of human KCNH2 3.1 potassium channel isoform | 0.95% of 340,000 active | AID 720553 | U2OS KCNH2 3.1, thallium flux FluxOr; stronger effect = lower value | activity change, % (tested at about 1.8 µM);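 active = maximum activity change below -70%; inconclusive = maximum activity change from -70% to -50%; inactive = maximum activity change above -50%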;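 also: thallium influx rate constant from kinetic fluorescence after stimulation buffer; % is scaled to controls: 0 for no effect and ±100 for the full control effect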
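Normalized rate constant (relative to positive and negative DMSO controls) derived from a 2 min kinetic fluorescence read after stimulation; U2OS cells expressing the 3.1 isoform via virus at 1.77 x 10^8 /mL.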
NPC1 prom act: NPC1 promoter activation; Huh7 NPC1 promoter luciferase reporter, 24 h; Potency, µM (doses to about 9.22 µM), for the others: top-dose activation, usual class: activators; 2.4% of 320,000 active;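 also: potency is read from the fitted curve at half-maximal effect; % of control where 0% means no effect; nearly all actives have a fitted effect of over 60% in size; reporter is driven by a mutant NPC1 promoter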
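Compounds in DMSO were transferred onto Huh7 NPC1-luciferase reporter cells pre-incubated 2 h; after 24 h at 37 °C, Amplite reagent was dispensed and luminescence recorded 10 min later.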
Rab9 promoter act: Rab9 promoter activation. Huh7 Rab9 promoter-luciferase reporter, luminescence, 24 h. Potency, µM (titrated, usually from 9.22 µM), for inactives: at the top dose activation, negative = inhibition, usual class: activators. 2.8% of 320,000 active. AID 485297; also: potency is read from the fitted curve at half-maximal effect; % of control where 0% means no effect; nearly all actives have a fitted effect of over 60% in size
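Huh7 reporter line, Rab9 promoter upstream of luciferase. Compound exposure 24 h at 37 °C in reduced-serum medium with 10% FBS. Read-out: luminescence.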
* marks the source's active call; other numbers are inactive results; ? = inconclusive; nt = no result given; [ ] = another dose, or the depositor's remark. Unless noted, calls follow the shape of the dose curve; as a rule, active = well fitted curve in the direction sought with a large enough effect; inconclusive = small, poorly fitted or top-dose-only effect, or another doubt; inactive = no such curve, though single readings can be large; an effect the other way counts as inactive or inconclusive.

SMILES	PKM2 act	MBNL1-CUG inh	FLuc modulator	ELG1 DNA repair	Mito fusion act	VP16 counter	RORgamma inh	Menin-MLL TR inh	KCNH2 3.1 inh	NPC1 prom act	Rab9 promoter act
Cc1ccccc1C(C(=O)NC1CCCC1)N(C(=O)Cc1cccs1)c1ccc2c(c1)OCCO2 (centres undefined)	3%	-3%	-2%	-1%	-2%	-3%	38%	1%	-31	-8%	2%
CCCCS(=O)(=O)C1CCS(=O)(=O)C1 (centres undefined)	4%	?	0%	16%	0%	-8%	-29%	-19%	-5	-8%	-5%
Cc1ccc(N(C(=O)c2csnn2)C(C(=O)NC2CCCCC2)c2cccnc2)cc1 (centres undefined)	nt	-9%	0%	-3%	-6%	2%	19%	0%	-10	-5%	2%
O=C1CC(N2CCN(c3ccc(Cl)cc3)CC2)C(=O)N1c1ccccc1 (centres undefined)	4%[11.5 µM]	61%[activator]	6%	-4%	-5%	-13%	24%	6%	15	-2%	-2%
Cc1ccc(CNC(=O)C2CCCN(S(=O)(=O)c3c(C)noc3C)C2)cc1 (centres undefined)	10%	0%	-1%	2%	2%	1%	0%	-6%	3	10%	-9%
CCN(CC)CCCN=Cc1c(O)n(-c2ccc(C)cc2)c(=O)c2ccccc12	-1%	8%	3%	2%	-2%	-2%	4%	nt	-9	2%	-1%
C#CCOCCOCCOCCNc1nc(N2CCN(C(=O)[C@H](CCC(=O)O)n3cc(C(N)Cc4ccc(O)cc4)nn3)CC2)nc(N2CCN(C(=O)[C@H](CCC(=O)O)n3cc(C(N)Cc4ccc(O)cc4)nn3)CC2)n1 (some centres undefined)	-9%	1%	5%	-6%	-3%	16%	-13%	2%	16	1%	0%
NC(=O)CNC(=O)C1CCCc2c1[nH]c1ccc(Cl)cc21 (centres undefined)	3%	3%	1%	14%	-1%	15%	?	36%[activator]	10	-1%	-8%
O=C(NC(=S)NC1CCCCCC1)c1cncc(Br)c1	-1%	nt	?	?	7%	6.3µM*	3.5µM*	1%	7	?	20%
CCCCn1c(C(C)O)nc2ccccc21 (centres undefined)	-5%	5%	0%	5%	-2%	7%	-9%	-9%	-2	1%	4%
Cc1ccc(S(=O)(=O)N2CCC3(CC2)OCCO3)c(C)c1	-4%	-1%	4%	-1%	0%	-8%	0%	nt	8	-4%	4%
COc1cc(/C=N/NC(=O)c2ccc(NS(=O)(=O)c3cccs3)cc2)cc(OC)c1O	nt	nt	?	-20%	1%	nt	nt	nt	12	-1%	-7%
CCOC(=O)c1c(C)[nH]c(C)c1S(=O)(=O)NCCc1sccc1C	nt	5%	-2%	0%	4%	10%	13%	-5%	7	2%	1%
O=C(C1CC(=O)N(c2ccc(F)cc2)C1)N1CCOCC1 (centres undefined)	-7%	-4%	3%	12%	-6%	-2%	-39%	-10%	2	-4%	-1%
O=S(=O)(/C=C/c1ccccc1)Oc1ccccc1	-4%	5%	?	-5%	3%	?	16%	-1%	-8	6%	1%
COc1ccc(NC(=O)c2sc(=S)[nH]c2N)cc1	-12%	4%	17µM*	?	7%	-5%	?	-17%	6	2%	21%
O=C(Cn1cncn1)N/N=C/c1cc([N+](=O)[O-])ccc1O	3%	?	-2%	?	7%	-15%	8.9µM*	nt	4	-1%	4%
COc1ccc(OC)c(NC(=O)CN2C(=O)c3ccccc3S2(=O)=O)c1	-2%	-6%	7%	16%	2%	-2%	5%	-11%	13	-3%	4%
COC(=O)C(NC(=O)c1ccccc1)=C1CCCCC1	-1%	-6%	7%	-16%	1%	-4%	-19%	-14%	7	1%	-3%
CCOC(=O)C1=C(CS(=O)(=O)c2ccc(F)c(C)c2)NC(=O)NC1c1ccc(O)c(O)c1 (centres undefined)	21%	?	-7%	4%	2%	1%	11%	-1%	-3	7%	-1%
COc1ccc(C(=O)CN2CCN(c3cc(C)nc4ccccc34)CC2)cc1	-2%	9%	1%	8.2µM*	0%	2%	-6%	nt	21	-4%	-20%
O=C(CCC1CCCN(Cc2ccc(O)c(Cl)c2)C1)NCc1ccccc1F (centres undefined)	23%	-8%	-1%	-6%	7%	25%	-1%	-18%	-4	-4%	-6%
O=C(CSc1cn[nH]n1)Nc1ccccc1F	nt	nt	2%	11%	7%	nt	nt	nt	-3	10%	-3%
O=C(NC(=S)NNC(=O)c1ccccc1O)c1ccc([N+](=O)[O-])cc1	nt	-1%	3%	?	-1%	4%	2%	?	7	3%	-3%
Cc1nc2nc(C)c(CCC(=O)O)c(C)n2n1	-1%	-16%	1%	9%	4%	1%	-5%	3%	11	-2%	-7%
CC1(C)CC(=O)C=C(NCCc2c[nH]c3ccccc23)C1	-2%	-13%	?	-6%	-1%	7%	-6%	nt	-8	3%	1%
O=C(CSc1nnc(CCc2ccccc2)n1-c1ccc(Cl)cc1)NCc1ccccc1	-3%	-3%	9%	?	8%	-18%	-43%	-11%	-5	2%	-7%
CC(C)Cc1nnc(NC(=O)CCC(=O)Nc2ccccc2)s1	nt	-4%	-1%	6%	-3%	12%	26%	nt	0	10%	4%
CC(=O)Nc1cccc(N/C=C(\C=O)c2nc3ccccc3o2)c1	10%	22%[11.5 µM]	19µM*	?	12%	11%	8%	-2%	-12	15%	19%
COCCCNC(=S)N(CCCO)Cc1cc2cc3c(cc2[nH]c1=O)OCO3	-4%	4%	7%	-14%	-1%	-7%	-6%	3%	2	-5%	-6%
O=C(NC(Cc1ccc2c(c1)OCO2)C(=O)N1CCCC1C(=O)O)c1ccccc1 (centres undefined)	0%	-2%	7%	2%	-5%	-9%	-8%	9%	4	-7%	7%
COC(=O)C1=CN(CCCN2CCCC2=O)C=C(C(=O)OC)C1c1ccccc1C(F)(F)F	2%	22%	1%	?	-6%	-5%	3%	10%	-8	10%	8%
COc1ccc(C(=O)Nc2ccc(N3CCOCC3)cc2)cc1OC	-34%	-8%	24µM*	?	-7%	2%	?	?	-7	23%	10%
Cc1csc(NC(=O)c2ccc(=O)[nH]c2)n1	nt	-7%	0%	-1%	9%	6%	5%	16%	7	1%	?
Cc1c(Cc2ccccc2)c(=O)oc2c(C)c(OCC(=O)N[C@@H](Cc3ccccc3)C(=O)O)ccc12	1%	-7%	?	1%	0%	-4%	17%	7%	-3	0%	0%
CCOC(=O)CNC(=O)Cn1cnc2sc(C)c(S(=O)(=O)N3CCOCC3)c2c1=O	0%	-1%	0%	8%	1%	?	-7%	-9%	-7	-4%	0%
Cc1ccc2c(CNCc3ccccc3)cc(=O)oc2c1	-4%	3%	-3%	?	13%	-8%	0%	-10%	-4	-31%[inhibitor]	-22%
O=C(CCNS(=O)(=O)c1ccc(Br)cc1)NCCc1ccccc1	3%	-11%	0%	11%	-11%	-7%	14%	9%	11	-2%	-6%
CSc1nc(C)cc(NC(N)=O)n1	5%	-2%	13%[2.3 µM]	2%	-1%	-5%	14%	?	-12	-5%	0%
CC(C(=O)O)N1C(=O)c2cccc3cccc1c23 (centres undefined)	-2%	3%	-1%	-5%	-5%	3%	36%	0%	-5	-2%	1%
CC1(c2ccc3c(c2)OCCO3)NC(=O)N(CC(=O)Nc2ccccc2)C1=O (centres undefined)	nt	nt	3%	?	-2%	nt	nt	nt	-28	-2%	4%
O=C(Nc1cc(Cl)ccc1Oc1ccccc1)c1cnccn1	-10%	5%	0%	5%	-3%	1%	1%	13%	11	-4%	-3%
Cc1cccc(C)c1OCCCCN1CCCCC1	-2%	-2%	-1%	-17%	4%	-13%	0%	-7%	20	1%	0%
Cc1ccnc(Nc2nc(-c3ccccc3)cs2)c1	-9%[11.5 µM]	8%	1.1µM*	?	-10%	?	?	?	-19	1.4µM*	?
COc1ccc2c(COC(=O)CCS(=O)(=O)c3ccc(C)cc3)cc(=O)oc2c1	nt	nt	-4%	7%	11%	nt	nt	nt	-12	-2%	-3%
Cc1cc(C(=O)c2ccccc2)nc2ccccc12	-4%	11%	1%	1%	8%	10%	27%	nt	0	0%	3%
CCOC(=O)c1c(C)[nH]c(O)c1C=Nc1ccccc1	1%	8%	?	-6%	4%	-6%	34%	nt	12	-4%	3%

An excerpt. The share of hits here may be higher or lower than overall.
